# High-throughput results from PubChem BioAssay.
# Vif-APOBEC3F blk = inhibitors of Vif-A3F interaction. HeLa A3F-eYFP + Vif (tagged APOBEC3F with the HIV-1 protein that degrades it), YFP fluorescence increase. Potency, µM (titrated, usually from 46.1 µM), without a hit: at the highest dose activity, negative = active. 390,000 tested, 0.2% active; further: potency means the concentration at half of the fitted maximal effect; % of control where 0% means no effect; nearly all actives have a fitted effect of over 65% in size
#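 HeLa cells stably expressing A3F-eYFP plus Vif, plated and incubated overnight at 37 deg C, then exposed to compounds overnight at 37 deg C. Blocked degradation read as raised yellow fluorescence (Ex 488/Em 500-530).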
# TrxR1 substrate = rat thioredoxin reductase 1 substrate activity | O89049 | Potency, µM (titrated, usually from 114 µM), inactives show at the top dose activity change, negative = substrate turnover | 390,000 tested, 0.01% active | purified TrxR1 substrate turnover, NADPH consumption readout | AID 588456; further: potency means the concentration at half of the fitted maximal effect; on the % scale 0 is the no-effect control and ±100 the full control effect; nearly all actives have a fitted effect of over 50% in size
# Target sequence (O89049 whole entry, looked up): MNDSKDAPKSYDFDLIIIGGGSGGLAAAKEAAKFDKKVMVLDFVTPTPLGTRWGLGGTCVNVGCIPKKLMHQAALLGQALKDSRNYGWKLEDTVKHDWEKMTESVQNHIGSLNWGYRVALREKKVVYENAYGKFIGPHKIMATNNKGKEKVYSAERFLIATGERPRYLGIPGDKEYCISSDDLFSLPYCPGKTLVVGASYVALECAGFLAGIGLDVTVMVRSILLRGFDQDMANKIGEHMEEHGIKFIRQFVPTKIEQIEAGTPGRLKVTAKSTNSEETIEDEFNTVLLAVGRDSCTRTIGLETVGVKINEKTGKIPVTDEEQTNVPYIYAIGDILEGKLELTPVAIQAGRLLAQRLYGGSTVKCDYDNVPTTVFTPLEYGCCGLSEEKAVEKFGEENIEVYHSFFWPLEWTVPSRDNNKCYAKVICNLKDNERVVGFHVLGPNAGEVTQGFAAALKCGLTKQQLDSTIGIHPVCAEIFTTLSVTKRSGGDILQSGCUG
#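 Rat TrxR1, dispensed at 90 nM, was prereduced with 400 uM NADPH (final) for 5 min at ~22 deg C, then incubated with compound 15 min before 400 uM selenite. A first-read NADPH fluorescence drop versus no-compound background flagged substrates.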
# IDH1 R132H inh = human IDH1 R132H inhibition; O75874; IDH1-R132H enzyme, NADPH consumption, diaphorase/resazurin fluorescence; Potency, µM (titrated, usually from 76.6 µM), without a hit: at the top dose activity change, negative = inhibition, actives largely listed as inhibitors; 390,000 tested, 0.093% active; further: potency means the concentration at half of the fitted maximal effect; on the % scale 0 is the no-effect control and ±100 the full control effect; nearly all actives have a fitted effect of over 65% in size
#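 IDH1-R132H (0.5 ug/mL dispensed) in pH 7.5 Tris buffer was preincubated 30 min with compound, then given a substrate mix of 0.016 mM NADPH and 2 mM alpha-KG for 80 min at room temperature; remaining NADPH was read by diaphorase/resazurin fluorescence.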
# LDHA block = blocks human lactate dehydrogenase A | P00338 | purified LDHA, NADH/diaphorase-resazurin fluorescence; active compounds read low | activity change, % (values are at about 110 or 230 µM) | 480,000 tested, 0.15% active | AID 1347041; in the data active means activity change below about -30%; inconclusive means mostly about -25% to -30%;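 further: plate controls were DMSO wells for no effect and wells without enzyme for full effect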
#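 Resorufin fluorescence (ex540/em590), read at 0 and 20 min after diaphorase/resazurin addition, reports the NADH left after a 5 min room-temperature reaction of 2 nM human LDH5 with 0.06 mM NADH and 0.2 mM pyruvate.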
# Glioma ERSR ind = ER stress response induction in glioma; U87-MG GRP78 promoter luciferase reporter, 16 h; Potency, µM, without a hit: at the highest dose activation, hits mostly activators; 420,000 tested, 0.02% active; AID 602332; further: potency means the concentration at half of the fitted maximal effect; series mostly up to about 76 µM; % of control where 0% means no effect; nearly all actives have a fitted effect of over 35% in size
#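 Stably transfected U87-MG glioma cells carrying a GRP78-based luciferase sensor; 16 h compound incubation. Luminescence end-point read 10 min after Bright-Glo addition at room temperature.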
# Vif-A3G inh = inhibitors of Vif-APOBEC3G interaction; 410,000 tested, 0.076% active; AID 602310; Potency, µM (highest dose often 46.1 µM), inactives show at the top dose activity, negative = active, usual class: inhibitors; HeLa A3G-eYFP + Vif (tagged APOBEC3G with the HIV-1 protein that degrades it), YFP fluorescence, overnight;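 further: potency means the concentration at half of the fitted maximal effect; on the % scale 0 is the no-effect control and ±100 the full control effect; nearly all actives have a fitted effect of over 60% in size; hits raise eYFP signal because A3G escapes Vif-driven loss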
# Target sequence (Q9HC16 whole entry, looked up): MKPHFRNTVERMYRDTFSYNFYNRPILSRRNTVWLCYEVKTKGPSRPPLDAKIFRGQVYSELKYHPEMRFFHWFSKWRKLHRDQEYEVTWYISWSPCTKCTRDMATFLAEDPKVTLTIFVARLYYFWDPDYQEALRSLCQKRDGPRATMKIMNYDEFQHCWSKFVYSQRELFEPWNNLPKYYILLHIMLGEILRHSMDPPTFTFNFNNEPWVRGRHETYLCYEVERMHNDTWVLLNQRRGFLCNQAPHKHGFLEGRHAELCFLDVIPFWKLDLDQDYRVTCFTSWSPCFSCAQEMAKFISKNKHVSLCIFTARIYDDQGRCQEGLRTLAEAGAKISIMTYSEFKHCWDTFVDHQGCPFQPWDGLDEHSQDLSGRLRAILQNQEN
#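 HeLa cells stably expressing Vif and C-terminally eYFP-tagged A3G, seeded overnight at 37 deg C, then exposed to compound by pintool overnight at 37 deg C. Rise in yellow fluorescence (Ex 488/Em 500-530, Acumen) marks blocked Vif-driven A3G degradation.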
# RGS4 inh = inhibitors of human regulator of G protein signaling 4 | P49798 | Transcreener GDP fluorescence polarization, RGS4-accelerated GTP hydrolysis | Potency, µM (highest dose often 114 µM), inactives show at the highest dose activity change, negative = inhibition, usual class: inhibitors | 390,000 tested, 0.039% active | AID 504845; further: potency means the concentration at half of the fitted maximal effect; on the % scale 0 is the no-effect control and ±100 the full control effect; nearly all actives have a fitted effect of over 75% in size; some results filed as inactive show a strong effect at the top dose
# Target sequence (P49798 whole entry, looked up): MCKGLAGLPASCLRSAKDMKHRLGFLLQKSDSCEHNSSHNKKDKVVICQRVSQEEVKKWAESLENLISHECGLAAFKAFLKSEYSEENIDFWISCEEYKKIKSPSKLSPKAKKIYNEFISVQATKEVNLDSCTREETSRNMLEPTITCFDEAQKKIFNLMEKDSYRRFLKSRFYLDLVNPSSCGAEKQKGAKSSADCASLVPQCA
#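 MLSMR compounds (23 nl, pin-transferred) preincubated 10 min at room temperature with a 500nM (2x) first reagent, then RGS4 at 900nM (2x) plus Transcreener GDP mix added; fluorescence polarization (620/688 nm) read before and after 90 min at 30 °C.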
# USP1-UAF1 inh = inhibitors of human USP1/UAF1 deubiquitinase; recombinant USP1/UAF1, Ub-Rhodamine cleavage fluorescence; Potency, µM (top dose mostly 57.1 µM), for the others: at the top dose activity change, negative = inhibition, actives largely listed as inhibitors; 390,000 tested, 0.23% active; further: potency means the concentration at half of the fitted maximal effect; on the % scale 0 is the no-effect control and ±100 the full control effect; nearly all actives have a fitted effect of over 60% in size; inactives centre near -12
#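 1 nM enzyme complex + cpd, 15 min RT; start with Ub-Rho 150nM final; kinetic fluorescence ex 480/em 540, 6 reads q60 s. Buffer 50mM HEPES pH 7.8, 0.5mM EDTA, 0.1 mg/ml BSA, 1mM TCEP, 0.01% Tween-20.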
# rTrxR1 inhibitor = blocks rat thioredoxin reductase 1. recombinant rTrxR1, NADPH fluorescence consumption, selenite substrate. Potency, µM (titrated, usually from 114 µM), for the others: top-dose activity change, negative = inhibition, most hits filed as inhibitors. 390,000 tested, 1% active; further: potency means the concentration at half of the fitted maximal effect; on the % scale 0 is the no-effect control and ±100 the full control effect; nearly all actives have a fitted effect of over 65% in size
#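 Rat TrxR1 (90 nM in the dispensed reagent) was pre-reduced with 400 uM NADPH for 5 min at room temperature, then incubated with compound for 15 min. After 400 uM selenite was added, NADPH fluorescence (Ex 340/Em 450 nm) was followed for 8 min.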
# The depositor's hits bear a star; ? = inconclusive; [ ] = another dose, or the depositor's remark. Unless noted, the call rests on the fitted dose curve; in most records, active means well fitted curve in the direction sought with a large enough effect; inconclusive means small, poorly fitted or top-dose-only effect, or another doubt; inactive means no such curve, though single readings can be large; an effect the other way counts as inactive or inconclusive. An excerpt. The share of hits here may be higher or lower than overall.
Compound,Vif-APOBEC3F blk,TrxR1 substrate,IDH1 R132H inh,LDHA block,Glioma ERSR ind,Vif-A3G inh,RGS4 inh,USP1-UAF1 inh,rTrxR1 inhibitor
O=C(COc1ncnc2ccccc12)NC(=O)NCc1ccccc1,2%,0%[57.1 µM],0%,-12,1%,0%,18%,6%,4%[57.1 µM]
Fc1ccc(Oc2nc(-c3ccccc3)nnc2C(F)(F)F)cc1,1%,-5%[57.1 µM],5%,-2,0%,2%,-24%,-11%,6%[57.1 µM]
CN(C)/C=C/C=C1C(=O)CCCC1=O,5%,-2%,-1%,1,-5%,0%,18%,-8%,-6%
CC(C)CSc1nsc(N)n1,-13%,6%,4%,-13,?,-4%,16%,?,-3%
O=C(c1cc(COc2ccc(F)cc2Cl)on1)N(CCO)Cc1cccs1,7%,-2%[57.1 µM],-7%,-7,7%,-1%,27%[56.9 µM],-6%,7%[57.1 µM]
O=C(CCCOc1ccc(Cl)cc1Cl)NC(Cc1ccccc1)C(=O)O (stereo not given),3%,0%,4%,-8,-1%,-4%,24%,-6%,9%
O=C(NCC1CCCO1)c1ccccc1NS(=O)(=O)c1cccc([N+](=O)[O-])c1 (stereo not given),3%,3%,2%,-6,1%,0%,11%,-11%,12%
CN(Cc1ccccc1)C(=O)COC(=O)CCN1C(=O)C2CC=CCC2C1=O (stereo not given),6%,5%,23%,-4,-6%,-4%,-1%,-17%,11%
COc1ccc(NC(=O)c2ccc(F)cc2)cc1S(=O)(=O)Nc1cc(C)ccc1Br,-27%,0%,-1%,-3,-4%,-16%,-4%,-27%,2%
Cc1ccc(S(=O)(=O)Nc2ccc3c(c2)OCCO3)cc1,-12%,5%[57.1 µM],-5%,-6,1%,-1%,-7%,-2%,15%[57.1 µM]
Cc1ccc(-c2cc(C(=O)N3CCN(c4ccc(O)cc4)CC3)c3ccccc3n2)cc1,0%,-5%,-7%,-2,3%,-24%,-7%,-17%,5%
Cc1ccc(Cl)c(OCC(=O)Nc2cccnc2)c1,-11%,-7%,-2%,-3,2%,-5%,-14%,-2%,-15%
Cc1c(Cl)cccc1NC(=O)c1ccc2c(c1)CCCN2S(C)(=O)=O,-3%,-2%,0%,-6,-1%,-2%,-4%,-26%,23%
COc1ccccc1C(=O)NC1CCN(C(=O)Nc2ccc(C)cc2)CC1,-10%,6%,12%,2,-3%,3%,-26%,-14%,11%
CCOc1ccc(CCNC(=O)CCOc2cc(C)ccc2C)cc1OCC,4%,-1%,10%,7,-5%,-3%,-17%,-6%,16%[0.457 µM]
CSc1ncccc1C(=O)OCC(=O)NC(C)CCc1ccccc1 (stereo not given),1%,1%,3%,-5,-5%,0%,14%,-15%,3%
Cc1c(CC(=O)NCCc2ccccc2F)c(=O)oc2cc(O)c(Cl)cc12,0%,915%[activator],-5%,5,1%,-2%,8%,-6%,71µM*
O=C(NCCCN1CCOCC1)c1cc2c(s1)CCC2,4%,-5%,1%,-7,3%,1%,8%,-9%,-5%
CCOC(=O)C1C(=O)C=C(Nc2ccccc2F)CC1c1ccccc1 (stereo not given),10%,6%[57.1 µM],1%,-2,3%,1%,-14%,-6%,26%[57.1 µM]
CCOC(=O)C1CCCN(c2nc3ccccc3nc2C(C#N)C(=O)OC(C)COC)C1 (stereo not given),-7%,2%,11%,-1,-5%,-9%,18%,-19%,-2%
CCn1cc(S(=O)(=O)c2ccc(OC)cc2)c(=O)c2cc(F)c(N3CCCCCC3)cc21,2%,3%,-8%,-6,-2%,4%,4%,-12%,24%
CCOC(=O)CSc1ccc2nnc(-c3cccs3)n2n1,-10%,0%,7%,-3,2%,0%,-18%,-17%,0%
COc1ccccc1CNC(=O)C(=O)NCC(c1ccco1)S(=O)(=O)c1cccs1 (stereo not given),-13%,6%[57.1 µM],-8%,-4,-2%,-5%,9%,?,7%[57.1 µM]
CC1CCCCN1S(=O)(=O)c1cc2c(=O)nc3ccccn3c2cc1Cl (stereo not given),-2%,4%[57.1 µM],-12%,-8,-1%,-1%,-4%,?,5%[57.1 µM]
COc1ccc(C)cc1Nc1n[n+](C)c(-c2ccc(O)cc2O)s1,10%,-1%[57.1 µM],-4%,6,-2%,1%,-1%,-21%,-18%[57.1 µM]
CCCC(=O)N1c2ccccc2C(=C2SC(C(=O)OC)=C(C(=O)OC)S2)C(=S)C1(C)C,8%,-7%,2%,0,-1%,-1%,-31%[11.4 µM],-16%,-17%
CN1C2CCC1CC(NC(=O)c1cccc(C(F)(F)F)c1)C2 (stereo not given),7%,0%,-14%,-4,-1%,-3%,10%,-20%,8%
COc1ccc(Cn2c(O)c(C=Nc3ccc(O)cc3)c3ccccc3c2=O)cc1,?,-4%,7%,8,-3%,-15%,-17%,?,4%
CCC1CCCCN1C(=O)CSc1nc2ccsc2c(=O)n1Cc1ccccc1 (stereo not given),5%,-3%,4%,-1,-2%,2%,-13%,-23%,2%
CCOC(=O)c1cc(-c2ccc(F)cc2)n(CCC(=O)NC2CCC(C)CC2)c1C (stereo not given),-7%,2%[57.1 µM],-9%,-1,-1%,2%,19%,-7%,25%[57.1 µM]
CC(C)(C)NC(=O)c1cnn(-c2ccccc2)c1C1CCN(C(=O)OC(C)(C)C)CC1,-1%,5%,11%,7,-3%,2%,-9%,3%,7%
O=[N+]([O-])c1ccc(CN2C=NS(=O)(=O)c3ccccc32)cc1,10%,-5%,10%,-20,-3%,2%,-2%,-13%,12%
COc1ccc(OC)c(NC(=O)c2nnn(CCc3ccccc3)c2N)c1,-1%,-2%[57.1 µM],-5%,2,-4%,0%,-8%,-9%,-13%[57.1 µM]
CC(=O)Nc1ccc(NC(=O)CSc2nnc(CC(C)O)n2-c2ccccc2)cc1 (stereo not given),0%,-3%,13%,-2,-5%,2%,0%,-7%,19%
CC(=O)Nc1ccc(S(=O)(=O)Nc2ccc(Nc3ccccc3)cc2)cc1,0%,-4%,4%,-4,-1%,-2%,-5%,-13%,20%
O=C(CN1CCN(c2ccccc2O)CC1)Nc1cc([N+](=O)[O-])ccc1Cl,-1%,-8%,0%,-3,-6%,0%,-10%,-6%,-32%
Nn1c(SCC(=O)Nc2ccccc2)nnc(Cc2ccccc2)c1=O,10%,-5%,2%,-2,-4%,2%,20%,-3%,-1%
COC(=O)c1ccccc1C(=O)N1CCCC(CCC(=O)NCc2ccc(F)c(F)c2)C1 (stereo not given),10%,-3%,-4%,-4,-2%,2%,-12%,-8%,4%
Cc1nc2c(-c3ccccc3)c(C)nn2c(C)c1CCC(=O)NCc1ccc(Cl)cc1,-1%,12%,-2%,0,-3%,-2%,-27%,-26%,22%
O=C(CSc1nc2ccccc2c(=O)n1-c1ccc(F)cc1)Nc1ccc(C(=O)O)cc1,?,-20%[57.1 µM],0%,-1,-2%,3%,-26%,-11%,7%[57.1 µM]
O=C(CCC(=O)c1cccs1)NCc1ccc(Cl)cc1,-8%,8%[57.1 µM],1%,-2,-2%,0%,-23%[11.4 µM],-8%,15%[57.1 µM]
CCOc1cc(C(=O)Nc2ccc(N3CCN(C(C)=O)CC3)cc2)cc(OCC)c1OCC,3%,-1%,-1%,1,-1%,-1%,8%,-24%,10%
COc1cccc(CNC(=O)CCC2CCCN(C(=O)CCc3c(C)noc3C)C2)c1 (stereo not given),-6%,3%,10%,-1,0%,5%,-14%,-18%,18%
CCCCCCCCCCCCCCCCn1cc[n+](CC(C)=O)c1,0%,-4%,-1%,3,-10%,-16%,0%,-18%,10%
Cc1cc(C)c(NC(=O)Cn2c(SCC(=O)NCc3ccccc3)nc3ccccc32)c(C)c1,-4%,-2%[57.1 µM],-1%,-7,-1%,1%,12%,-14%,21%[57.1 µM]
COCCCNC(=O)CSC1=Nc2ccccc2C2=NC(c3ccccc3)C(=O)N12 (stereo not given),-2%,57%[activator],3%,-1,1%,2%,-2%[11.4 µM],-19%,-3%
CCOC(=O)c1cc(-c2ccccc2)n(CCC(=O)NCCc2cccc(C)c2)c1C,-1%,-3%[57.1 µM],-13%,-2,-4%,0%,-26%,-13%,14%[57.1 µM]
COc1ccc(N2CCN(Cc3cc(=O)oc4ccc(C)cc34)CC2)cc1,2%,0%[57.1 µM],-2%,-2,-3%,-7%,6%,-20%,-19%[57.1 µM]
COc1ccc(OCc2cc(=O)[nH]c3ccccc23)cc1,7%,-5%,10%,-3,-1%,-1%,3%,-12%,11%[57.1 µM]
COc1cccc(CN2CCNC(=O)C2CC(=O)NC2CCCCCCC2)c1 (stereo not given),-10%,-13%,0%,1,2%,-2%,-27%,-2%,?
CN(C(=O)CS(=O)(=O)c1cccc(Cl)c1)c1ccccc1,-2%,2%[57.1 µM],-1%,-3,1%,1%,-3%,-21%,9%[57.1 µM]
N#Cc1ccc(C(=O)Nc2cc(S(=O)(=O)N3CCOCC3)ccc2N2CCCC2)cc1,-6%,-2%,2%,0,-4%,-10%,-34%,-17%,12%
